# ERAP1 inh = ERAP1 (human) enzyme inhibition; actives 0.15% (n = 340,000); AID 652197; recombinant ERAP1, Leu-AMC fluorescence, 60 min; Q9NZ08; inhibition, % at 10.7 µM;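 active means mean replicate inhibition of at least 30%, or all replicates individually reaching that 30% level; inactive means mean below 30% and not every replicate reaching it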;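 further: 0% = neutral control wells and 100% = L-leucinethiol positive control wells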
# ARNT TACC3 PPI = ARNT/TACC3 interaction disruption; Q9Y6A5; AlphaScreen His-ARNT PAS-B/GST-TACC3 binding, luminescence; TACC3 fragment carries E629A point mutation; inhibition, % at 9.99 µM; actives 0.66% (n = 390,000); AID 623870;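 active means mean inhibition of replicates at least 50% and at least half of replicates each reaching 50%; inconclusive means half or more replicates reach 50% but mean below 50%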;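 further: 0% = complete ARNT plus TACC3 wells and 100% = ARNT alone without TACC3; many hits fall short of the cut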
# INS-1E GSIS act = primary screen for activators of insulin secretion dependent on glucose, INS-1E cells, GLuc reporter luminescence; INS-1E GLuc reporter insulin secretion, 2-3 h; actives 0.61% (n = 370,000); AID 743287; activation, % at 16.6 µM;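 active means lowest replicate activation of at least 40%, so every replicate reaches that level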;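 further: 0% = median of neutral control wells and 100% = median of IBMX positive control wells; some compounds called inactive have numbers as strong as hits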
# RAD52 inh = RAD52 (human) annealing inhibition; recombinant RAD52 DNA annealing, FRET fluorescence; P43351; actives 0.46% (n = 360,000); inhibition, % at 18.7 µM;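 active means every replicate showing at least 50% inhibition; inconclusive means mean inhibition at least 50% but not in every replicate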
# RAD54 branch = blocks human RAD54 Holliday junction branch migration | AID 602329 | Q92698 | FAM/BHQ fluorescence | inhibition, % at 10.4 µM | actives 0.14% (n = 360,000);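 active means mean normalized replicate activity at least 40 and at least half of replicates scoring 40 or more; inconclusive means only one of the two criteria met; inactive means mean below 40 and under half of replicates reaching 40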;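 further: 0% = median of neutral control wells and 100% = median of positive control wells; inhibitors cause a drop in the FAM fluorescence signal; in these data hits start at about 50%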
# Target sequence (Q92698 whole entry, looked up): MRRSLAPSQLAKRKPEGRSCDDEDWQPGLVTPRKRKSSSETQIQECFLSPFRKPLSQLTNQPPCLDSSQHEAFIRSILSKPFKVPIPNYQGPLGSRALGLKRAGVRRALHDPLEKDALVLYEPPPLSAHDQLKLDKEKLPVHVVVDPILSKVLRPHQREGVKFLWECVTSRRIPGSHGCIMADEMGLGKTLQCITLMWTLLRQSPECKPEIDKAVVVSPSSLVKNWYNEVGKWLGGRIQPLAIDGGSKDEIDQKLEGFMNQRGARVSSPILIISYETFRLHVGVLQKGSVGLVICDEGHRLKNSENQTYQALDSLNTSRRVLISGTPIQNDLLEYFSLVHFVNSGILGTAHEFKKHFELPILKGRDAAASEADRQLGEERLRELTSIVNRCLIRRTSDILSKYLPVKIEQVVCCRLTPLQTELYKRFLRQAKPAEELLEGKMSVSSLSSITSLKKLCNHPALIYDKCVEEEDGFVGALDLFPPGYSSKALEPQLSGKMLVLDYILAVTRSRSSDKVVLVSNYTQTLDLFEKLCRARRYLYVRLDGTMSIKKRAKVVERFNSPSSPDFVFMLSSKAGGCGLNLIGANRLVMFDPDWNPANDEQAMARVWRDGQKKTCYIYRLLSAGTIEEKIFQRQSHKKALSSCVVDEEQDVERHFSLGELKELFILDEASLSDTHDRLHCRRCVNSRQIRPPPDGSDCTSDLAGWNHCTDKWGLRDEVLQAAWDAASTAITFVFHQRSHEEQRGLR
# esBAF inh = inhibitors of esBAF chromatin remodeling in mouse ES cells; Bmi1-luciferase knock-in reporter, 24 h; 100% = twice the neutral-well signal; reporter increase, % at 12.5 µM; actives 2% (n = 350,000); AID 602393; in the data active means activation above about 40%; inconclusive means no clear call, values can overlap the other calls;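 further: 0% = median of the plate's neutral control wells and 100% = double that signal; a rise in the Bmi1 reporter signal indicates esBAF inhibition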
# CFTR F508del cor = correctors of CFTR F508del function in bronchial epithelial cells | CFBE cells, YFP halide quenching; stimulated with forskolin plus potentiator P3; % fluorescence drop versus neutral controls | activity (quench increase), % at 7.58 µM | actives 0.36% (n = 350,000);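 active means mean added fluorescence quench of at least 8% versus neutral control, with both replicates also reaching 8%; inconclusive means only one of the mean or replicate conditions met; inactive means mean below 8% and not both replicates reaching 8%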;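 further: cells transiently co-express mutant CFTR-F508del with the halide-sensitive YFP; corrector assay measuring rescue of mutant channel to the surface after 24 h compound exposure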
# XiGFP reactiv = activators of X-chromosome reactivation in mouse fibroblasts | actives 0.055% (n = 360,000) | XiGFP mouse fibroblasts, % GFP-positive cells imaging, 3 d; cells co-treated with 5-aza-dC sensitizer; scaled so ellipticine positive control = 100% | activation, % at 7.58 µM;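 active means mean normalized replicate activation at least 10% and every replicate at or above 10%; inconclusive means only one of the two criteria met; inactive means mean below 10% and not all replicates reach 10%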;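 further: 0% = median of on-plate neutral control wells and 100% = ellipticine 6 µM median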
#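 material = 68-5-11 XiGFP fibroblast line | medium = DMEM plus 5-aza-dC sensitizer | schedule = 3 days compound exposure | benchmarks = positive control ellipticine, 6 µM final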
# Starred values were filed as active, the others as inactive; ? = inconclusive; / = no result given.
entry	compound	RAD52 inh	CFTR F508del cor	ARNT TACC3 PPI	ERAP1 inh	XiGFP reactiv	esBAF inh	INS-1E GSIS act	RAD54 branch
1	O=Nc1c(-c2cccc([N+](=O)[O-])c2)nc2ncccn12	-7.4	4.6	/	5.5	0.0	/	/	-4.3
2	C[C@H](CO)N1C[C@H](C)[C@@H](CN(C)S(=O)(=O)c2ccc(F)cc2)Oc2c(cccc2N(C)C)C1=O	1.6	-0.7	-7.3	-0.7	0.3	-2.3	0.2	-7.8
3	C[C@H](NC(=O)C[C@@H]1CC[C@H]2[C@@H](COC[C@@H](O)CN2C(=O)Nc2cc(Cl)cc(Cl)c2)O1)c1ccccc1	10.9	1.4	7.1	-3.7	-0.1	-1.6	-9.0	-11.2
4	COc1ccc(C(=O)NCC(C)NC(=O)c2ccc(OC)c(Br)c2)cc1Br (configuration not stated)	-5.9	1.3	/	-4.7	0.0	/	2.4	23.6
5	CC1CC(C)CN(S(=O)(=O)c2ccc(NC(=O)CCNC(=O)c3ccc([N+](=O)[O-])cc3)cc2)C1 (configuration not stated)	1.6	2.8	3.7	-6.9	0.0	-6.2	-13.2	-7.9
6	COc1ccccc1CNC(=S)Nc1cc(C)ccc1C	0.1	0.5	1.9	-4.4	0.0	/	-2.7	/
7	C[C@H]1CN([C@@H](C)CO)C(=O)Cc2cc(NS(=O)(=O)c3ccc(Cl)cc3)ccc2O[C@@H]1CN(C)Cc1ccncc1	3.8	-1.5	-4.1	0.4	-0.2	-1.3	0.3	6.6
8	C=CCNC(=O)c1onc(CSc2ccncc2)c1C(=O)NCC=C	1.3	2.4	-17.0	3.4	0.0	12.9	/	-13.1
9	O=S(=O)(N[C@@H]1CC[C@@H](CCn2cc(C3(O)CCCC3)nn2)O[C@H]1CO)c1ccc(Cl)cc1	-13.5	3.6	-5.6	-0.1	-0.3	-1.6	-4.8	-1.1
10	Cc1cc(C)c(S(=O)(=O)c2ccccc2C)c(OCCN(C)C)n1	-6.9	0.5	-1.4	-10.4	0.0	5.3	3.4	-6.8
11	C[C@@H]1CN([C@H](C)CO)C(=O)c2cc(NC(=O)c3ccncc3)ccc2O[C@@H](C)CCCCO[C@H]1CN(C)C(=O)Nc1cccc2ccccc12	-11.9	3.3	0.6	-5.0	0.0	6.8	-2.6	-31.1
12	O=S(=O)(c1ccc(Oc2ccc(Cl)cc2)nc1)N1CCOCC1	4.2	-2.3	-1.7	0.2	0.0	-6.3	4.7	/
13	COCC(=O)Nc1ccc2c(c1)C(=O)N(C)[C@@H]1CC[C@H](CC(=O)NCC3CC3)O[C@H]1CO2	9.7	0.5	1.0	-1.0	0.3	4.5	-0.3	-5.2
14	Cc1cccn2c(=O)c(C(=O)NC3CCCCC3C)c(O)nc12 (configuration not stated)	-8.7	-3.8	-3.0	-0.2	-0.2	16.4	0.1	-4.5
15	C[C@@H]1CN([C@H](C)CO)S(=O)(=O)c2ccc(-c3cccc(C#N)c3)cc2O[C@H]1CN(C)C(=O)Nc1ccccc1F	4.6	-0.4	-6.9	3.3	-0.1	-5.5	-3.0	4.6
16	CN1c2ccc(-c3ccc(F)cc3)cc2[C@H]2[C@H](CCN2S(=O)(=O)c2ccc(F)cc2)[C@@H]1CO	31.5	?	19.1	-2.3	0.5	-18.7	-0.9	0.3
17	Cc1ccc(OCCNC(=O)C(C)SCC(=O)Nc2ccc(F)cc2)cc1 (configuration not stated)	-11.7	0.6	-2.2	-2.4	0.0	1.4	-49.1	0.3
18	CN1c2ccc(-c3ccc(C#N)cc3)cc2[C@@H]2[C@@H](CCN2S(=O)(=O)c2cccc(F)c2)[C@@H]1CO	8.8	2.1	-48.8	-0.2	0.0	2.8	-34.5	0.2
19	CN(C)C(=S)NC(=O)C12CC3(C)CC(C)(CC(C)(C3)C1)C2	-1.8	-2.2	-1.7	/	0.0	/	/	2.1
20	O=C(C[C@H]1CC[C@H]2[C@@H](COC[C@H](O)CN2C(=O)Nc2ccc(C(F)(F)F)cc2)O1)NC1Cc2ccccc2C1	2.1	0.7	-18.2	1.2	0.0	-1.1	-14.1	5.9
21	COc1ccc(Nc2nc3ccccc3s2)cc1	-1.5	/	-2.1	0.7	0.0	/	1.4	/
22	CCCC(C)NC(=O)CN1C(=O)NC2(CCc3ccccc32)C1=O (configuration not stated)	-11.8	-1.0	0.2	11.5	0.1	-4.3	7.5	5.5
23	CCCCN(C(=O)COc1ccc(F)cc1)c1c(N)n(CC(C)C)c(=O)[nH]c1=O	7.4	1.4	/	-3.1	-0.1	3.7	14.9	-14.1
24	O=C(C[C@H]1C[C@@H]2c3cc(NC(=O)NC4CCCCC4)ccc3O[C@@H]2[C@H](CO)O1)NCC1CC1	12.4	0.2	-2.1	-2.4	0.2	-5.8	-5.4	1.6
25	COc1ccc(/C=C(/NC(=O)c2ccccc2)C(=O)N2CCCC2)cc1	-11.0	-1.9	-1.2	-0.6	0.2	-1.9	-7.9	-5.3
26	NC(=O)C1(NC(=O)[C@@H]2CC3(CC(c4cccc(NC(=O)[C@@H]5CCC(=O)N5)c4)=NO3)CN2C(=O)Cc2ccc(C(F)(F)F)cc2)CC1 (some centres not stated)	-7.7	-1.1	-13.3	-2.0	0.0	-1.0	-8.9	-4.7
27	COc1cccc2cc(C(=O)Nc3ccccc3Cl)/c(=N/NS(=O)(=O)c3ccccc3)oc12	-12.6	2.7	3.0	-1.9	0.0	0.8	-9.4	0.4
28	COc1ccc(/C=C/C(=O)NCC(=O)N/N=C/c2cccnc2)cc1	-11.3	-0.4	-1.1	-9.6	0.0	/	-0.7	/
29	CCCNC(=O)Nc1ccc2c(c1)OC[C@H](C)N(C(=O)C1CC1)C[C@H](C)[C@H](OC)CN(C)C2=O	14.6	-1.4	/	1.3	-0.3	-1.9	5.3	-1.4
30	c1ccc(-c2nn3c(-c4ccccc4)nnc3o2)cc1	-25.5	-3.9	/	2.1	0.1	18.5	/	-7.1
31	Cc1ccc(OCc2cc(C(=O)NCC(C)(C)N3CCOCC3)no2)cc1C	-30.1	-5.0	4.4	-1.3	0.2	/	-40.1	-9.1
32	COc1ccc(-c2ccc3c(c2)O[C@H](CN(C)Cc2cccnc2)[C@H](C)CN([C@H](C)CO)S3(=O)=O)cc1	21.6	2.5	-3.3	-0.8	-0.8	-11.4	-0.8	-13.6
33	O=C(c1ccc2ccccc2c1)N1CCN(c2ccccc2)CC1	-11.1	/	-4.8	2.1	/	-1.0	0.0	-3.4
34	O=c1c2ccccc2oc2cc(-c3ccc4[nH]ccc4c3)ccc12	-30.9	10.4*	-6.1	1.6	0.9	-9.1	/	-7.5
35	O=C1c2ccccc2C(=O)N1C1CCCCC1	-12.2	-0.3	-2.7	0.5	0.1	15.2	11.7	-3.8
36	O=C(NCc1ccncc1)C1Cc2c(-c3ccc(Cl)cc3)ccnc2O1 (configuration not stated)	16.0	2.4	/	0.1	0.2	-3.5	/	3.1
37	CC(C1CCN(Cc2nc(C3CC3)no2)CC1)N1CCOCC1 (configuration not stated)	-31.7	0.3	-1.4	-2.4	-0.1	-9.9	-20.7	4.6
38	C[C@H](CO)N1C[C@H](C)[C@@H](CN(C)S(=O)(=O)c2ccc(F)cc2)OCc2ccccc2-c2c(n(C)c3ccccc23)C1=O	4.1	-1.2	-7.8	-0.3	0.2	12.7	-16.6	1.2
39	Cc1ccc(C(=O)Nc2cccc(C(=O)NC3CCCCC3)c2)cc1	-4.6	0.0	-5.1	-4.7	0.0	2.6	-6.4	13.1
40	CC(=O)c1ccc(OCc2cc(C(=O)N3CCC(Oc4ccccc4C)CC3)no2)cc1	-24.0	2.8	0.4	-0.7	-0.1	/	-2.5	-16.0
41	C/C(N)=C(/C#N)C(=O)COC(=O)Cc1coc2cc(C)ccc12	-26.4	-1.8	1.1	5.0	-0.1	7.1	0.8	-3.0
42	Cn1c(SCCN2CCCC2)nnc1C1CCN(S(=O)(=O)c2ccc(F)cc2)CC1	-6.3	0.6	8.3	-3.8	0.2	3.1	-1.8	-1.4
43	Cc1ccc2nc(SCC(=O)Nc3cccc(F)c3)nc(=O)n2c1	-6.3	3.7	-5.7	0.9	0.0	33.2	-9.3	-4.6
44	Cc1n[nH]c(=S)n1/N=C/c1ccc(-c2ccc(Cl)cc2)o1	-76.2	-3.9	/	-2.1	?	-2.1	4.9	-7.6
45	CC(=O)c1ccc(N2CCN(C(=O)C(=O)c3c(C)[nH]c4ccccc34)CC2)cc1	-30.0	-2.7	15.4	-0.1	0.0	4.2	-24.7	8.0
46	CN(Cc1ccccc1)C(=O)c1ccc2c(c1)OCCO2	/	/	-1.3	/	/	5.4	12.3	10.7
47	O=C(O)/C=C/C(=O)NNC(=O)c1cccc(Br)c1	-11.7	/	-14.2	0.8	-0.1	/	8.0	/
48	O=C1CC(c2ccc(O)c(O)c2)Oc2c1ccc(O)c2O (configuration not stated)	-1.1	1.7	3.4	1.6	/	3.2	-7.9	0.3
49	O=C(C[C@H]1CC[C@H]2[C@@H](COC[C@@H](O)CN2S(=O)(=O)c2ccc(Oc3ccccc3)cc2)O1)Nc1ccccc1	3.2	-3.4	5.7	-0.2	0.0	-0.4	-12.5	1.5
50	COc1ccc(N2C(=O)c3cccc4cccc(c34)C2=O)nn1	/	/	0.1	/	/	4.7	27.6	3.1
51	O=C(CNC(=O)c1cccs1)NCCN1CCN(c2ccccc2F)CC1	-13.1	-1.5	-1.9	-1.6	/	-6.4	3.0	0.0
52	Cc1ccc(C(=O)O)c(C(=O)Nc2nc3ccccc3s2)c1	2.9	0.3	-12.6	-0.2	-0.1	/	0.6	/
53	COc1ccc(S(=O)(=O)N2CCCC(N(C)CCc3ccccc3)C2)cc1OC (configuration not stated)	-21.6	3.3	-8.2	-2.7	0.0	4.9	0.0	0.0
54	O=S(=O)(c1ccccc1)N1CCN(c2cccc(Cl)c2)CC1	-3.2	1.9	-3.5	-1.3	0.1	-9.4	1.6	7.3
55	CC(=O)c1ccc(N/C=C/C(=O)c2ccc(Br)cc2)cc1	-9.5	0.7	-3.1	-0.8	0.0	46.0*	-0.1	-5.2
56	Cn1nnc(NC(=S)NC(=O)Cc2ccccc2)n1	-2.4	1.3	10.0	-0.1	0.8	/	7.1	-2.1
57	Cc1cc2cc(CN(Cc3cccs3)S(=O)(=O)c3ccc4c(c3)OCCO4)c(=O)[nH]c2cc1C	-11.3	/	-33.2	-1.8	0.1	/	/	/
58	CO[C@H]1CN(C)C(=O)c2ccc(NC(=O)c3ccno3)cc2OC[C@H](C)N(S(C)(=O)=O)C[C@@H]1C	-263.7	-3.4	/	-0.5	1.7	/	19.5	/
59	CC(=O)Nc1ccc(C2Nc3cc(C)c(C)cc3NC3=C2C(=O)CC(C)(C)C3)cc1 (configuration not stated)	-21.5	0.3	-1.4	0.9	0.0	9.8	-12.3	-9.0
60	O=C(Cc1ccncc1)NCC[C@@H]1CC[C@@H](NC(=O)C2CC2)[C@@H](CO)O1	-41.2	-1.2	-0.6	-1.7	0.5	-3.3	2.5	-0.4
61	CCn1c(SCC(=O)Nc2ccc(OC)cc2)nc2c1c(=O)n(C)c(=O)n2C	-7.7	-3.6	-34.2	-0.6	0.0	1.1	3.9	-0.7

# From PubChem

# Outcome played no part in choosing rows (roughly 3.3% active in at least one column).
